WRN helicase inh = qHTS for Inhibitors of WRN Helicase; WRN helicase unwinding, fluorescent forked duplex, kinetic; Potency, µM (highest dose often 114 µM), for the others: at the highest dose activity change, negative = inhibition, usual class: inhibitors; 360,000 tested, 0.46% active; AID 651768, 2012; also: potency is read from the fitted curve at half-maximal effect; % is scaled to controls: 0 for no effect and ±100 for the full control effect; nearly all actives have a fitted effect of over 55% in size
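Kinetic red-fluorescence monitoring (525/598 nm) tracks WRN helicase activity after 100 nM fluorophore-quencher forked duplex and 2 mM ATP are added to 20 nM enzyme pretreated 15 min at room temperature with compound.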
GLP-1R agonist = qHTS of GLP-1 Receptor Agonists. AID 624172, 2012. 380,000 tested, 0.007% active. HEK293 GLP-1R CRE-luciferase, luminescence, 4-6 h; cells express a hypersensitive GLP-1R form. Potency, µM (top dose mostly 45.6 µM), without a hit: at the top dose activation, usual class: activators; also: potency is read from the fitted curve at half-maximal effect; % of control where 0% means no effect
DRD3 agonist = qHTS of D3 Dopamine Receptor Agonist: qHTS | 410,000 tested, 0.58% active | max activation, % | D3R DiscoveRx beta-arrestin cells, luminescence, 90 min | D(3) dopamine receptor (Homo sapiens), P35462; in the data active = max activation above about 30%; also: 0% is about no effect; mostly tested at two doses, the higher about 12 µM
Target sequence (P35462 whole entry, looked up): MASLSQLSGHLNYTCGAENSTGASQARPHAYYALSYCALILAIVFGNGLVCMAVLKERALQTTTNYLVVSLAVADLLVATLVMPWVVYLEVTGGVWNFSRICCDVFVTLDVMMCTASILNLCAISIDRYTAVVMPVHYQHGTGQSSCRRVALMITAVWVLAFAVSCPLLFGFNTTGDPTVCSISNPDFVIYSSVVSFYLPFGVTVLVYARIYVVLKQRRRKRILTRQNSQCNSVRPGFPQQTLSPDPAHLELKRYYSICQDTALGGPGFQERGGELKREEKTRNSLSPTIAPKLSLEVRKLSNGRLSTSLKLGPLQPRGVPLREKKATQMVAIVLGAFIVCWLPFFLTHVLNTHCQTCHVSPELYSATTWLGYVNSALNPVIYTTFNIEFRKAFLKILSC
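Cells at 1500/well, incubated overnight, then treated with pinned compounds (dopamine as control) for 90 min at 37 degrees C. DiscoveRx reagent added for 30 - 60 minutes at room temperature; luminescence read.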
PLK1 PBD inh = qHTS for Inhibitors of PLK1-PDB (polo-like kinase 1 - polo-box domain): Primary Screen; 360,000 tested, 2.8% active; Plk1 PBD binding of FITC phosphopeptide, fluorescence polarization; Serine/threonine-protein kinase PLK1 (Homo sapiens), P53350; Potency, µM, for the others: max response, negative = inhibition, hits mostly inhibitors; also: potency is read from the fitted curve at half-maximal effect; series mostly up to about 57 µM; % is scaled to controls: 0 for no effect and ±100 for the full control effect; nearly all actives have a fitted effect of over 65% in size
Target sequence (P53350 whole entry, looked up, the tested form may be a part): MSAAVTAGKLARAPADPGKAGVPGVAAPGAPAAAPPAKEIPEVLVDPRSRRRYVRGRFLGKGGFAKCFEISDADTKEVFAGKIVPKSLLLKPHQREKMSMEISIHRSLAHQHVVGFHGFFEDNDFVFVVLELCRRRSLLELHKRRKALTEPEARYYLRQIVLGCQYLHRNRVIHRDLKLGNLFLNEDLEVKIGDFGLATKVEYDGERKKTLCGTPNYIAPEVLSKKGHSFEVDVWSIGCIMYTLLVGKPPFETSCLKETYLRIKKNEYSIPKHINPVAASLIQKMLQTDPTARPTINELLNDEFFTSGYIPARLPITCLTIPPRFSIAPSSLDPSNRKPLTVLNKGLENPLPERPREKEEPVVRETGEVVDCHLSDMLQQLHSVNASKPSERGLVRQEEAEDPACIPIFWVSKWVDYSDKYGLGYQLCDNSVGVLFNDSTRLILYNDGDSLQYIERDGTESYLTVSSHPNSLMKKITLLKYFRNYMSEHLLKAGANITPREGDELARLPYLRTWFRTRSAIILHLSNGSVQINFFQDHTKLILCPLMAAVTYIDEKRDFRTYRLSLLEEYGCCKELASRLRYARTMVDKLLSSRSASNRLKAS
PI5P4K alpha inh = qHTS for Inhibitors of phosphatidylinositol 5-phosphate 4-kinase (PI5P4K) | max response, % | 330,000 tested, 1.2% active | PI5P4Kalpha enzyme, ADP-Glo luminescence, 60 min; hits give low values | AID 652105, 2013 | Phosphatidylinositol 5-phosphate 4-kinase type-2 alpha (Homo sapiens), P48426; active = max response of -50% or lower; inconclusive = between -30% and -50%; inactive = -30% or higher; also: value at the top dose of about 77 µM; % is scaled to controls: 0 for no effect and ±100 for the full control effect
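Human PI5P4Kalpha with substrate in 0.038 M HEPES pH 7.4, 0.28 mM EGTA, 0.1% CHAPS, 5% DMSO; reaction started with 5 microM ATP (final), 60 min at room temperature. ADP formed read by ADP-Glo luminescence.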
DRD3 antagonist = qHTS of D3 Dopamine Receptor Antagonist: qHTS | AID 652054, 2013 | 360,000 tested, 2.5% active | max response, negative = inhibition, % | D3R cells, DiscoveRx beta-arrestin luminescence, antagonist mode; hits give low values | D(3) dopamine receptor (Homo sapiens), P35462; in the data active = max response below about -50%; inconclusive = no clear call, values can overlap the other calls; also: % is scaled to controls: 0 for no effect and ±100 for the full control effect; mostly tested at two doses, the higher about 12 µM
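Cells expressing the human receptor were seeded at 1500 cells/well, incubated overnight at 37 degrees C in 5% CO2, then exposed to library compounds with dopamine controls for 90 minutes at 37 degrees C before luminescent detection.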
IL-2 act = qHTS of IL-2 Activators. IL-2 activation reporter assay, cell-based qHTS; stimulated with anti-CD3/CD4/CD28 beads; in transgenic mouse T cells. activation, % (series mostly up to about 46 µM). 360,000 tested, 0.065% active. AID 652025, 2013; in the data active = activation above about 50%; inconclusive = mostly about 30% to 49%; also: 0% is about no effect
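First, unstimulated transgenic mouse T cells were exposed to compound for 60 min. Next, anti-CD3/anti-CD4-coated beads with anti-CD28 were added. Finally, after 18 h at 37 degrees C, EGFP and DsRed were imaged.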
GLP1R inv ag = qHTS of GLP-1 Receptor Inverse Agonists (Inhibition Mode) | Glucagon-like peptide 1 receptor (Homo sapiens), P43220 | HEK293 GLP-1R CRE-luciferase, luminescence, 24 h; GLP-1R form is constitutively active | Potency, µM (titrated, usually from 38.3 µM), for the others: at the top dose activity change, negative = inhibition, usual class: inhibitors | 410,000 tested, 1.6% active; also: potency is read from the fitted curve at half-maximal effect; % is scaled to controls: 0 for no effect and ±100 for the full control effect; nearly all actives have a fitted effect of over 55% in size
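Seeding at 200 cells/uL, 12 h culture, 24 hr compound treatment, then luciferase reagent and a luminescence read; cells are HEK293 stably expressing a constitutively active GLP-1R plus cAMP-responsive luciferase.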
GLP1R cytotox = qHTS of GLP-1 Receptor Inverse Agonists: Cytotox Screen; HEK293 cAMP-luciferase reporter cells, luminescence, 24 h; Potency, µM (doses to about 38.3 µM), without a hit: at the highest dose activity change, negative = inhibition, hits mostly inhibitors; 410,000 tested, 0.13% active;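 also: loss of luciferase light is scored as toxicity; potency is read from the fitted curve at half-maximal effect; % is scaled to controls: 0 for no effect and ±100 for the full control effect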
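1536-well qHTS counterscreen of the MLSMR; 200 cells/uL, 12 h pre-incubation, 23 nL cpd, 24 h at 37 deg C 5% CO2, luciferase detection reagent, 12 min RT, luminescence. Inhibition = undesired.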
Starred values were filed as active, the others as inactive; ? = inconclusive; nt = no result given; [ ] = remark or other dose. Unless noted, calls follow the shape of the dose curve; as a rule, active = well fitted curve in the direction sought with a large enough effect; inconclusive = small, poorly fitted or top-dose-only effect, or another doubt; inactive = no such curve, though single readings can be large; an effect the other way counts as inactive or inconclusive.

cpd | Structure | GLP1R inv ag | GLP1R cytotox | PLK1 PBD inh | WRN helicase inh | PI5P4K alpha inh | IL-2 act | DRD3 antagonist | GLP-1R agonist | DRD3 agonist
1 | Cn1cccc1/C=N/n1c(-c2ccc(Cl)cc2Cl)n[nH]c1=S | -2% | -11% | -18% | -4% | -16 | 0.7 | -3 | -19% | -10
2 | COc1ccc([C@H]2C[C@H](O)[C@@H](n3cc(C4CC4)nn3)CN2C(=O)C2CCCCC2)cc1 | 21% | -30% | 4% | 3% | 0 | -0.7 | -7 | 2% | 1
3 | CC(=O)Nc1cccc(-c2csc(C(C)(NC(C)=O)c3ccccc3)n2)c1 (stereo not drawn) | -8% | 4% | -10% | 4% | 3 | 0.8 | -22 | 3% | -5
4 | CNC(=S)NCCN1CCOCC1 | 10% | -16% | -5% | -4% | 0 | 0.4 | 12 | -5% | 1
5 | CC1(C)CC(c2nc(-c3ccc(Br)cc3)cs2)CCS1 (stereo not drawn) | ? | -14% | 3.8µM* | -3% | -24 | -0.8 | 12 | -3% | 2
6 | O=C(CCN1CCc2ccccc2C(c2ccccc2)C1)c1ccc2c(c1)OCCO2 (stereo not drawn) | ? | ? | 3µM* | 45µM* | -54* | -4.1 | ? | -45%[inhibitor] | -16
7 | OC1(c2ccccc2)CCN(Cc2ccccc2)C2CCCCC21 (stereo not drawn) | ? | -31% | -2% | 1% | 6 | 0.3 | -85* | -27% | 12
8 | Cc1nn(-c2ccccc2)c(Cl)c1C(=O)OCC(=O)NCCc1ccc(S(N)(=O)=O)cc1 | 5% | -18% | 1% | 2% | 25 | 0.0 | 20 | 7% | 4
9 | C/C(N)=C(/C#N)C(=O)COC(=O)[C@@H](NC(=O)c1ccccc1Cl)C(C)C | 9% | -12% | -3% | -1% | -4 | -0.1 | 10 | 9% | 7
10 | Cc1cc2c(cc1S(=O)(=O)CCC(=O)N1CCN(c3ccccc3)CC1)OCC(=O)N2 | 10% | 5% | nt | nt | nt | nt | nt | 14% | 1
11 | CC(=O)c1cccc(NC(=O)Nc2ccc3c(c2)OCO3)c1 | 2% | -8% | 3% | -6% | -4 | 0.6 | -14 | -7% | 2
12 | O=C(CSc1ncccn1)Nc1ccccc1 | 4% | 1% | -16% | 2% | nt | -2.4 | -11 | 1% | 2
13 | CC(=O)c1ccc(NC(=O)C2CCCN(c3ncnc4c3nc3n4CCCCC3)C2)cc1 (stereo not drawn) | 2% | 2% | -3% | -5% | -1 | -3.1 | 20 | 0% | -7
14 | O=C(NCCN1CCOCC1)c1ccc(Cl)c(S(=O)(=O)N2CCOCC2)c1 | -9% | 6% | 2% | 9% | -8 | -1.1 | 7 | 1% | 4
15 | Cc1cc(C)nc(/N=C2\NC(=O)CC(C(=O)O)N2c2ccc(Oc3ccccc3)cc2)n1 (stereo not drawn) | -1% | 4% | -7% | -9% | 1 | -1.3 | 0 | -5% | 5
16 | Cc1cccc(NC(=O)CSc2nc(C)nc3c2c(=O)n(C)c(=O)n3C)c1 | 10% | 15% | -6% | 1% | -8 | 1.1 | 8 | 8% | -4
17 | CC1=C(C(=O)OC2CCCCC2)C(c2ccccc2Br)NC(=O)N1 (stereo not drawn) | ? | 2% | -2% | -6% | 6 | -0.5 | 3 | 1% | 14
18 | COc1ccc(CCN2CC(C(=O)NCCCc3ccncc3)CCC2=O)cc1 (stereo not drawn) | -1% | -12% | -19% | 6% | -2 | 4.5 | 0 | -5% | 3
19 | CCOc1cc(C(=O)N2CCCN(C)CC2)cc(OCC)c1OCC | -13% | -1% | -7% | -23% | 5 | -0.1 | -21 | 2% | 6
20 | Cc1cc(C)cc(NC(=O)c2ccc(CSc3nnc(C)s3)cc2)c1 | ? | -6% | -7% | -6% | 13 | -0.6 | 33 | -5% | -5
21 | COC(=O)C1Cc2ccccc2CN1C(=O)CCl (stereo not drawn) | 13%[7.66 µM] | -3%[7.66 µM] | 3% | 13% | -1 | -1.2 | 1 | -3% | 1
22 | COCc1cc(C)n(CC(=O)N/N=C/c2ccc(-c3ccc(Cl)c(C(=O)O)c3)o2)c(=O)c1C#N | 2% | 8% | -29% | ? | ? | -4.0 | 3 | -4% | -15
23 | CC(C)NS(=O)(=O)c1cccc2nsnc12 | -4% | 26% | -3% | -14% | 0 | -0.1 | 0 | -1% | -6
24 | N#CC(C#N)=Cc1cc2ccccc2nc1N1CCCCC1 | ? | -25% | ? | -29% | 0 | 0.9 | -15 | 6% | -5
25 | Cn1cnnc1SCC(=O)N(Cc1ccc2c(c1)OCO2)C1(C(=O)NC2CCCCC2)CCCC1 | -5% | ? | -10% | -5% | nt | 0.9 | -6 | 1% | -13
26 | Cc1ccc(C(=O)NC(=S)Nc2ccccc2N2CCCC2)cc1[N+](=O)[O-] | ? | -13% | -24% | -7% | 2 | -2.3 | -15 | 5% | -9
27 | O=[N+]([O-])c1ccc(C[n+]2cccc(O)c2)cc1 | 25% | -18% | 0% | -2% | 1 | 0.0 | 7 | -2% | -3
28 | Cc1ccc(C(=O)Oc2cc(C)n(C)c(=O)c2)cc1 | 35%[activator] | -15% | -18% | 21% | 1 | -0.4 | 91 | -1% | 35*
29 | Cc1ccccc1Cn1cc(C)c(=O)[nH]c1=O | 19% | -5% | -19% | 4% | -3 | -0.5 | 6 | 10% | 5
30 | COc1ccc(NC(=O)c2ccc(-n3nc(C)cc3C)cc2)cc1OC | 9% | -11% | -4% | -6% | 4 | 0.2 | -5 | 14% | 0
31 | CN(C)c1cccc(C(=O)OCCCC(=O)c2ccc(F)cc2)c1 | ? | 7% | -5% | -24% | -8 | -4.8 | -27 | 1% | -3
32 | COc1cc(NC(=O)c2ccco2)c(OC)cc1NC(=O)CSc1ncc(-c2ccc(F)cc2)[nH]1 | 0% | 10% | -6% | 4% | nt | -1.5 | 41 | 2% | 31*

Four of the compounds above, with two lines to a compound:
Values run as follows: GLP1R inv ag, GLP1R cytotox, PLK1 PBD inh, WRN helicase inh, PI5P4K alpha inh, IL-2 act, DRD3 antagonist, GLP-1R agonist, DRD3 agonist
[16] Cc1cccc(NC(=O)CSc2nc(C)nc3c2c(=O)n(C)c(=O)n3C)c1
    10%, 15%, -6%, 1%, -8, 1.1, 8, 8%, -4
[17] CC1=C(C(=O)OC2CCCCC2)C(c2ccccc2Br)NC(=O)N1 (stereo not drawn)
    ?, 2%, -2%, -6%, 6, -0.5, 3, 1%, 14
[18] COc1ccc(CCN2CC(C(=O)NCCCc3ccncc3)CCC2=O)cc1 (stereo not drawn)
    -1%, -12%, -19%, 6%, -2, 4.5, 0, -5%, 3
[19] CCOc1cc(C(=O)N2CCCN(C)CC2)cc(OCC)c1OCC
    -13%, -1%, -7%, -23%, 5, -0.1, -21, 2%, 6

The listing picks up; the 3 compounds before the break are reprinted first.
cpd | Structure | GLP1R inv ag | GLP1R cytotox | PLK1 PBD inh | WRN helicase inh | PI5P4K alpha inh | IL-2 act | DRD3 antagonist | GLP-1R agonist | DRD3 agonist
30 | COc1ccc(NC(=O)c2ccc(-n3nc(C)cc3C)cc2)cc1OC | 9% | -11% | -4% | -6% | 4 | 0.2 | -5 | 14% | 0
31 | CN(C)c1cccc(C(=O)OCCCC(=O)c2ccc(F)cc2)c1 | ? | 7% | -5% | -24% | -8 | -4.8 | -27 | 1% | -3
32 | COc1cc(NC(=O)c2ccco2)c(OC)cc1NC(=O)CSc1ncc(-c2ccc(F)cc2)[nH]1 | 0% | 10% | -6% | 4% | nt | -1.5 | 41 | 2% | 31*
33 | COc1ccccc1NC(=O)CSc1nnnn1-c1ccccc1F | ? | -5% | 27µM* | -5% | -6 | 1.5 | 7 | 1% | 2
34 | C/C(=N/NC(=O)CNC(=O)CCc1ccccc1)c1ccc(Cl)c(Cl)c1 | ? | -25% | -5% | 7% | 2 | -0.5 | -8 | -3% | -5
35 | CC1=C(N2CCCCC2)CCC1=O | 17% | -17% | 4% | 5% | -6 | -0.4 | 2 | -5% | 0
36 | CCCS(=O)(=O)NC(=O)C1(C)CCCN(C(=O)c2cc(F)cc(F)c2)C1 (stereo not drawn) | 17% | -1% | -10% | 1% | 2 | 0.3 | 7 | -7% | 10
37 | N#Cc1ccccc1OCC(=O)OCC(=O)NCc1ccc2c(c1)OCO2 | 14% | -19% | 8% | -1% | -2 | 3.0 | 1 | -6% | 12
38 | COCC(C)NS(=O)(=O)c1ccc(C(=O)NCCCn2ccc3ccccc32)cc1 (stereo not drawn) | -18% | 1% | -2% | 9% | 2 | -1.2 | 0 | 2% | 1
39 | O=C(OCC(=O)N1CCOCC1)c1cc(F)c(F)cc1Cl | 19% | -3% | -14% | 5% | -3 | -0.3 | 7 | 16% | 3
40 | Cc1cc(NC(=O)CC(C)C)c(=O)n(Cc2cccc(F)c2)c1 | -11% | 13% | -17% | -8% | -7 | 1.9 | -14 | -3% | -19
41 | CCOCC(=O)Nc1nnc(Cc2ccc(OC)c(OC)c2)s1 | 4% | 17% | 27µM* | -8% | -2 | -0.3 | 13 | 26% | 0
42 | COc1ccccc1NS(=O)(=O)c1cccc(C(=O)NCC(c2ccco2)N2CCCC2)c1 (stereo not drawn) | -12% | 12% | 1% | 1% | -3 | -0.4 | ? | 1% | -7
43 | Cc1ccc(S(=O)(=O)N2CCC(C(=O)Nc3ccccc3N3CCCC3)CC2)cc1 | ? | 7% | -6% | 0% | 1 | -0.1 | -18 | 5% | -9
44 | Cc1ccc(-n2c(C)cc(C(=O)COC(=O)C3=NNC(=O)CC3)c2C)cc1 | -14% | -7% | 0% | 3% | -8 | 0.5 | 3 | -5% | 2

Screening results as filed in PubChem.

No enrichment for hits; any-hit rate near 7.8%.
